# Screening results: PubChem, National Center for Advancing Translational Sciences (NCATS)
# GLP1R cytotox = cytotoxic in the GLP-1 receptor inverse agonist counter-screen. AID 624418. HEK293 cAMP-luciferase reporter cells, luminescence, 24 h. Potency, µM (doses to about 38.3 µM), for the others: at the top dose activity change, negative = inhibition, usual class: inhibitors. 0.13% of 410,000 active;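 note: loss of luciferase light is scored as toxicity; potency is the fitted concentration of half-maximal effect; % is set by controls: 0 for no effect and ±100 for the full control effect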
#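 1536-well qHTS counterscreen of the MLSMR; 200 cells/uL, 12 h pre-incubation, 23 nL cpd, 24 h at 37 deg C 5% CO2, luciferase detection reagent, 12 min RT, luminescence. Inhibition = undesired.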
# GLP-1R agonist = agonists of human GLP-1 receptor. P43220. HEK293 GLP-1R CRE-luciferase, luminescence, 4-6 h; cells express a hypersensitive GLP-1R form. Potency, µM (top dose mostly 45.6 µM), without a hit: at the top dose activation, hits mostly activators. 0.007% of 380,000 active. AID 624172; note: potency is the fitted concentration of half-maximal effect; % of control where 0% means no effect
# Target sequence (P43220 whole entry, looked up): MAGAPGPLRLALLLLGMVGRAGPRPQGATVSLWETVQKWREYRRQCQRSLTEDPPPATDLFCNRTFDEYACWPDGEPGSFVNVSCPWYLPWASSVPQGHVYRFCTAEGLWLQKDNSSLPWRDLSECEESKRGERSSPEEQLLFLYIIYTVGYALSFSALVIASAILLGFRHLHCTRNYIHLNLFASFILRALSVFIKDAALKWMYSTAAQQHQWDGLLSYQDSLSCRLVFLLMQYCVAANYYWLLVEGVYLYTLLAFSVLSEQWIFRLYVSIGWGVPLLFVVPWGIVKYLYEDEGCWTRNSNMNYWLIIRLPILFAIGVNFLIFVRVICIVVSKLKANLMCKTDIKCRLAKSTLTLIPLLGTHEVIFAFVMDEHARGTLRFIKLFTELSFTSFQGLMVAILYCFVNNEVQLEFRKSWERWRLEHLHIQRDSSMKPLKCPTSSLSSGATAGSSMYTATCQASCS
# PLK1 PBD inh = PLK1 (human) polo-box domain binding inhibition; P53350; Plk1 PBD binding of FITC phosphopeptide, fluorescence polarization; Potency, µM, for inactives: max response, negative = inhibition, usual class: inhibitors; AID 720504; 2.8% of 360,000 active; note: potency is the fitted concentration of half-maximal effect; series mostly up to about 57 µM; % is set by controls: 0 for no effect and ±100 for the full control effect; nearly all actives have a fitted effect of over 65% in size
# PI5P4K alpha inh = blocks human PI5P4K alpha kinase activity; 1.2% of 330,000 active; P48426; max response, %; AID 652105; PI5P4Kalpha enzyme, ADP-Glo luminescence, 60 min; stronger effect = lower value; active = max response of -50% or lower; inconclusive = between -30% and -50%; inactive = -30% or higher; note: value at the top dose of about 77 µM; % is set by controls: 0 for no effect and ±100 for the full control effect
# Target sequence (P48426 whole entry, looked up): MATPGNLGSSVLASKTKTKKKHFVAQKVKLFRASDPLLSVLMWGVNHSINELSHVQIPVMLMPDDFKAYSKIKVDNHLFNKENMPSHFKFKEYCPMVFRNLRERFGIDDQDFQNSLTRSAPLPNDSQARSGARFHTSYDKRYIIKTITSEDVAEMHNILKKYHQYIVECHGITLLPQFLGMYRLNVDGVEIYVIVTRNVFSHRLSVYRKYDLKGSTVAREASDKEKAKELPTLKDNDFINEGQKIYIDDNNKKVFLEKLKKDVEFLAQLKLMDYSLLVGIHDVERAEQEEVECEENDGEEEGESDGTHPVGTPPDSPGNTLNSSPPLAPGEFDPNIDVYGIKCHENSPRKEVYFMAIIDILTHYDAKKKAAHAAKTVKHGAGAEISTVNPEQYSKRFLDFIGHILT
#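 qHTS, 1536-well: enzyme/substrate mix, compound by pin tool, 5 microM ATP final; RT 60 min; ADP-Glo reagents 1 (45 min) then 2 (30 min); luminescence.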
# PTHR1 agonist = agonists of human PTHR1 parathyroid hormone receptor | Q03431 | HEK293 GP2 PTHR1 cells, GloSensor cAMP luminescence, 1 h | Potency, µM (top dose mostly 115 µM), for inactives: at the highest dose activation, most hits filed as activators | 0.075% of 410,000 active | AID 743266; note: potency is the fitted concentration of half-maximal effect; nearly all actives have a fitted effect of over 55% in size; some results filed as inactive show a strong effect at the top dose; inactives centre near -15; many of its hits are not listed in these tables
#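 HEK-293-derived GP2 cells expressing PTHR1 and a GloSensor cAMP reporter, 3,000/well, plated overnight, given luciferin plus IBMX (each 0.5 mM as added) for 1 h at 37 °C, then compound for 1 h at 37 °C. Luminescence was read after 15 min at room temperature.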
# GLP-1R inv ag = acts as inverse agonist at human GLP-1 receptor; P43220; 1.6% of 410,000 active; HEK293 GLP-1R CRE-luciferase, luminescence, 24 h; GLP-1R form is constitutively active; AID 624417; Potency, µM (titrated, usually from 38.3 µM), inactives show at the highest dose activity change, negative = inhibition, actives largely listed as inhibitors; note: potency is the fitted concentration of half-maximal effect; % is set by controls: 0 for no effect and ±100 for the full control effect; nearly all actives have a fitted effect of over 55% in size
#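 HEK293 cells stably co-expressing constitutively active GLP-1R and a cAMP-responsive luciferase reporter were seeded in DMEM with 10% Nu serum, given compounds after 12 h, and incubated 24 h at 37 deg C. Luminescence was then read.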
# IL2 activator = activates IL-2 in a cell-based reporter assay | IL-2 activation reporter assay, cell-based qHTS; stimulated with anti-CD3/CD4/CD28 beads; in transgenic mouse T cells | activation, % (series mostly up to about 46 µM) | 0.065% of 360,000 active | AID 652025; in the data active = activation above about 50%; inconclusive = mostly about 30% to 49%; note: 0% is about no effect
#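 Readout: EGFP and DsRed signals by fluorescent plate cytometry. Unstimulated transgenic mouse T cells received compound 60 min before antibody-bead stimulation, then incubated 18 h at 37 degrees C.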
# EPAC1 antag = EPAC1 (human) antagonism | O95398 | EPAC1 GEF assay, Rap1b-BODIPY-GDP exchange fluorescence | Potency, µM (series often up to 115 µM), inactives show at the top dose activity change, negative = inhibition, usual class: inhibitors | 0.14% of 360,000 active | AID 720709;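 note: potency is the fitted concentration of half-maximal effect; plate controls were vehicle for no effect and positive control for full effect; nearly all actives have a fitted effect of over 50% in size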
# EPAC1 ag = activates human EPAC1 exchange factor. O95398. EPAC1 agonist qHTS, biochemical assay; response scale: 100% = response to 6.5 mM cAMP. Potency, µM (series often up to 154 µM), for the others: at the highest dose activation, hits mostly activators. 0.073% of 360,000 active; note: potency is the fitted concentration of half-maximal effect; nearly all actives have a fitted effect of over 60% in size
#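 Read-out is the fluorescence drop as BODIPY-GDP leaves Rap1B (480 nm excitation, 540 nm emission), recorded every 5 minutes over 30 minutes. Reactions held 100 nM EPAC1, 250 nM Rap1B–BODIPY-GDP and 50 uM GDP, with 6.5 mM cAMP setting full activation.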
# * = called active by the depositor; i = inactive; ? = inconclusive; . = no result given; [ ] = dose if it differs, or a comment. Unless noted, calls come from the whole dose curve; as a rule, active = well fitted curve in the direction sought with a large enough effect; inconclusive = small, poorly fitted or top-dose-only effect, or another doubt; inactive = no such curve, though single readings can be large; an effect the other way counts as inactive or inconclusive. Some of the compounds tested; count on the stated rates, not on these rows.
# Screens in order: GLP1R cytotox	GLP-1R agonist	PLK1 PBD inh	PI5P4K alpha inh	PTHR1 agonist	GLP-1R inv ag	IL2 activator	EPAC1 antag	EPAC1 ag
1) COc1ccc(S(=O)(=O)N(C)C)cc1NC(=O)c1ccc2c(c1)OCCO2
    2.6%	-3.6%	-7.2%	1.8	i	3.7%	-0.2	-12.5%	0.9%
2) COc1ccc(CCN=Cc2ccc(O)cc2)cc1OC
    -8.5%	14.7%	-4.5%	-3.5	i	11.3%	1.3	0.7%	-2.5%
3) Oc1ccc(/C=N/Nc2cc(N3CCCC3)nc(N3CCCC3)n2)cc1
    ?	1.2%	-9.5%	.	-2.7%[57.5 µM]	0.0%	-1.7	10.1%	-3.1%
4) COc1ccc(Cc2nnc(SCC(=O)NCC3CCCO3)o2)cc1 (stereo not drawn)
    4.0%	6.8%	-3.3%	.	-12.7%[57.5 µM]	-2.0%	-0.6	2.6%	9.6%
5) COc1ccc(CNCC(O)(c2ccccc2)c2ccc(F)cc2)cc1 (stereo not drawn)
    11.0%	12.4%	-3.4%	2.4	i	?	-0.5	5.2%	11.8%
6) O=C(c1cc(COc2c(F)cccc2F)on1)N1CCC(c2ccncc2)CC1
    1.4%[0.307 µM]	10.6%	-3.3%	-2.7	-17.0%	2.4%[0.307 µM]	0.0	0.6%	1.8%
7) O=C(O)CCS(=O)(=O)c1ccccc1Cl
    -4.7%	0.3%	1.2%	3.6	3.4%	11.8%	0.4	0.4%	-6.8%
8) NC(CCc1ccccc1)c1csc(Nc2nncc3ccccc23)n1 (stereo not drawn)
    -17.8%	-0.7%	-6.4%	2.4	-8.6%	-21.7%	-0.6	-10.7%	5.3%
9) COc1ccc(C(O)P(=O)(OC(C)C)OC(C)C)cc1OC (stereo not drawn)
    4.6%	-5.1%	1.4%	1.2	i	7.3%	0.0	-23.1%	7.4%
10) O=C1CC(c2cccs2)CC2=C1C(c1ccccc1)n1ncnc1N2 (stereo not drawn)
    3.5%	-2.4%	-2.5%	-9.5	i	-8.9%	1.3	7.0%	-5.3%
11) COC(=O)N/N=C/c1cc(Cl)cc(Cl)c1OCc1ccccc1
    16.6%	1.5%	-7.2%	2.5	-1.2%	-11.8%	-3.4	-4.6%	-8.6%
12) C#CCn1c(-c2ccccc2)ccc(C#N)c1=O
    2.2%	32.0%	-9.7%	3.4	-19.7%	12.7%	-0.6	-14.4%	9.0%
13) CCCSc1nnc(NC(=O)c2sc3nc(-c4cccs4)ccc3c2N)s1
    .	-4.0%	-2.9%	.	-24.4%	3.2%	3.0	-6.6%	1.0%
14) O=C(Nc1ccc2c(c1)OCCO2)c1c(F)cccc1F
    0.4%	6.9%	-4.2%	.	-7.6%	-0.5%	0.0	3.8%	3.3%
15) CCCCn1c(SCc2ccc(C(=O)OC)o2)nc2cc(S(N)(=O)=O)ccc21
    5.5%	?	1.4%	.	-30.3%[inhibitor][57.5 µM]	131.0%[activator]	-1.7	-2.8%	10.6%
16) COC(=O)c1ccc(C(=S)NCC2(N(C)C)CCCCC2)cc1
    8.3%	14.2%	-4.5%	0.3	i	?	1.0	-9.1%	6.9%
17) CC1CCN(S(=O)(=O)c2ccc3c(c2)oc(=O)n3CC(=O)NCc2ccc3c(c2)OCO3)CC1
    1.2%	-2.2%	-10.4%	0.9	-40.8%[inhibitor]	?	-1.1	-17.6%	5.5%
18) Oc1ccccc1N=Cc1ccc[nH]1
    -14.5%	3.2%	-5.5%	4.5	i	-0.3%	-1.9	7.4%	1.1%
19) CC(C)Cc1nn2c(=O)cc(O)nc2s1
    15.9%	-0.7%	-2.2%	-0.2	i	7.3%	0.0	-2.0%	2.0%
20) O=C(O)CNc1nc(Cl)ccc1[N+](=O)[O-]
    -21.6%	-9.8%	0.7%	-3.8	i	19.3%	-0.6	10.1%	-1.8%
21) CCOC(=O)c1cnc2sccn2c1=O
    -16.1%	-4.9%	-8.4%	.	23.4%[57.5 µM]	0.0%	-3.7	3.9%	1.9%
22) COc1ccc(NC(=O)c2cc(N3C(=O)C4C5CCC(C5)C4C3=O)ccc2Cl)c(OC)c1 (stereo not drawn)
    1.2%	-5.7%	-21.6%	-6.7	-15.3%	-15.1%	-3.4	-5.6%	-14.4%
23) COc1ccc(NC(=O)CSCC(=O)OCc2cccc(OC)c2OC)cc1
    -0.5%	-2.0%	-5.8%	5.5	i	-4.5%	-1.3	-0.5%	9.4%
24) Cn1c(=O)n(CC(=O)NCc2cccnc2)c2ccccc21
    0.1%	-13.5%	-4.7%	.	i	5.0%	-1.1	-6.0%	1.9%
25) CCOC(=O)C1CCN(C(=O)Nc2ccc(Cl)cc2)CC1
    1.1%	-9.1%	-5.1%	2.6	-4.0%	3.8%	-1.7	3.4%	-1.2%
26) COc1ccc([C@H]2/C=C\CN(C(=O)c3ccccc3)[C@@H](C)C(=O)N2Cc2ccc(F)cc2)cc1
    -2.4%	-5.3%	-3.5%	6.1	i	?	-1.8	-8.8%	0.2%
27) O=C(NCc1ccccc1Cl)C1CCN(C(=O)c2ccc(F)cc2)CC1
    1.5%	-3.7%	-6.4%	-11.1	-2.1%	9.2%	-0.1	3.6%	3.0%
28) CCCCN1C(=O)C(CC(=O)NC2CC2)CC(C(=O)N(CC)CC)=C1C (stereo not drawn)
    14.5%	2.3%	5.0%	0.5	-6.2%	1.4%	3.9	-5.2%	8.5%
29) CC(/C=N\Nc1nnc2c(n1)[nH]c1c(C)cccc12)=C\c1ccco1
    -25.2%	-2.2%	-11.8%	.	i	34.8%[activator]	-2.7	8.9%	2.3%
30) COc1ccccc1C1C(C(N)=O)=C(C)Nc2nc(CCCO)nn21 (stereo not drawn)
    24.4%	-0.8%	-9.9%	-7.9	i	17.5%	0.6	-18.0%	-1.5%

# (next part)
# Screens in order: GLP1R cytotox	GLP-1R agonist	PLK1 PBD inh	PI5P4K alpha inh	PTHR1 agonist	GLP-1R inv ag	IL2 activator	EPAC1 antag	EPAC1 ag
31) CCc1cccc(CC)c1NC(=O)CN1CC(C)SC1=NC1CCCCC1 (stereo not drawn)
    -21.0%	-5.0%	1.0%	3.6	-22.7%	-24.3%	0.8	-26.4%	0.0%
32) CCOCCOc1nc2c(c(=O)n(C)c(=O)n2C)n1CCc1ccccc1
    -3.7%	7.4%	-8.6%	5.9	-7.5%[57.5 µM]	0.1%	-0.4	3.8%	-2.8%
33) COCCCNC(=O)CCc1c(C)nc2nc(-c3cc(OC)cc(OC)c3)nn2c1C
    -0.3%	0.2%	.	.	-39.1%[inhibitor]	0.7%	.	.	.
34) Cc1ccc(C(C)NC(=O)c2cc3ccccc3oc2=O)cc1C (stereo not drawn)
    -2.6%	6.7%	-12.7%	8.2	-16.6%	11.9%	0.0	17.4%	1.5%
35) Cc1nn(CC(=O)NC(C)C(C)C)c(C)c1S(=O)(=O)N1CCCCC1 (stereo not drawn)
    3.7%	9.3%	-4.1%	7.1	1.0%	15.0%	3.0	-18.8%	3.0%
36) N#CCCn1nc(-c2ccc([N+](=O)[O-])cc2)cc1Nc1ccccc1NC(=O)C(F)(F)F
    -8.2%	0.0%	-16.1%	1.8	-78.9%[inhibitor]	?	-0.3	-13.6%	-9.9%
37) Cc1cc(C)cc(Oc2coc3cc(OC(=O)c4cccnc4)ccc3c2=O)c1
    6.3%[1.53 µM]	-6.5%	-4.7%	0.7	-43.2%[inhibitor]	4.5%	-0.3	23.0%	-5.5%
38) COc1cc(/C=C2\Oc3cc(O)ccc3C2=O)ccc1O
    82.5%[activator]	18.3%	11.3%	-60.6*	-39.5%[inhibitor]	81.3%[activator]	-1.1	3.4%	12.6%
39) COc1cccc(/C=C2\Oc3cc(OCC(=O)N4Cc5ccccc5C[C@H]4C(=O)O)ccc3C2=O)c1
    0.5%	-1.8%	?	?	-13.4%	-6.6%	-0.3	-28.6%	-19.0%
40) O=C(Nc1nccs1)c1cc2sccc2n1Cc1ccc(F)cc1
    3.3%	2.7%	-15.1%	.	-51.9%	0.0%	-1.1	2.0%	10.6%
41) Cc1ccnc(NC(=O)CCC(=O)N(CC(=O)NCCc2ccccc2)Cc2cccs2)c1
    -12.0%	3.2%	-3.5%	0.6	5.3%	-0.9%	0.4	4.0%	13.7%
42) CCCc1cc(C(=O)Cc2ccc(C(=O)OCC)o2)c(O)cc1O
    8.7%	-0.3%	-4.7%	-29.8	-13.2%[57.5 µM]	?	1.4	-7.5%	6.9%
43) O=C(Cn1cc2c(n1)CCCC2)NC1CCN(Cc2ccccc2)CC1
    -2.2%	3.1%	-3.3%	0.5	-6.3%	-15.5%	0.2	-5.8%	4.6%
44) Cc1ccc(/C=C/C(=O)O)cc1S(=O)(=O)NCc1ccco1
    -2.9%	8.3%	-4.5%	?	-0.1%	0.1%	-1.2	16.0%	8.0%
45) CCc1ccc(C(=O)CN2C(=O)NC(C)(c3ccc(C)cc3)C2=O)cc1 (stereo not drawn)
    -28.0%	5.6%	-16.5%	-0.5	-18.0%	?	-0.5	-14.1%	-6.1%
46) CO/N=C(/CN1CCCCC1)c1ccc(Cl)cc1
    -15.5%	14.3%	-2.7%	5.2	-10.3%	14.5%	0.0	-13.5%	4.5%
47) CCN(CC)c1ccc(C(=O)NNC(=O)CNC(=O)c2cccs2)cc1
    9.3%	-5.1%	-14.2%	0.5	0.6%	10.0%	-0.2	-9.6%	0.9%
48) CC(C)Cc1ccc(CN2CCCC(NC(=O)c3cnc4ccccn4c3=O)C2)cc1 (stereo not drawn)
    -10.7%	-5.0%	-10.2%	3.7	-34.2%[inhibitor]	?	-4.3	-22.1%	-3.8%
49) COC(/C(=N/O)c1ccc(Cl)cc1)c1ccccc1 (stereo not drawn)
    -11.5%	14.6%	-4.9%	3.4	-86.1%[inhibitor]	?	0.1	-16.3%	-3.9%
50) O=C(Cn1c(=O)cnc2ccccc21)Nc1ccccc1N1CCOCC1
    -4.2%	8.4%	-1.5%	2.8	i	6.9%	-1.1	-17.9%	3.2%
